# CHRM4 PAM: potentiates acetylcholine response at human M4 receptor. CHO-K1 hM4/Gqi5, Fluo-8 calcium fluorescence, ACh EC20; 0% = ACh EC20, 100% = maximal ACh. activation, % at 3 µM. hit rate 0.4% among 360,000. P08173;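 active means activation above its plate's cutoff, the mean activation of sample wells plus 3 SD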; further: some results filed as inactive read as strong as hits
# Target sequence (P08173 whole entry, looked up): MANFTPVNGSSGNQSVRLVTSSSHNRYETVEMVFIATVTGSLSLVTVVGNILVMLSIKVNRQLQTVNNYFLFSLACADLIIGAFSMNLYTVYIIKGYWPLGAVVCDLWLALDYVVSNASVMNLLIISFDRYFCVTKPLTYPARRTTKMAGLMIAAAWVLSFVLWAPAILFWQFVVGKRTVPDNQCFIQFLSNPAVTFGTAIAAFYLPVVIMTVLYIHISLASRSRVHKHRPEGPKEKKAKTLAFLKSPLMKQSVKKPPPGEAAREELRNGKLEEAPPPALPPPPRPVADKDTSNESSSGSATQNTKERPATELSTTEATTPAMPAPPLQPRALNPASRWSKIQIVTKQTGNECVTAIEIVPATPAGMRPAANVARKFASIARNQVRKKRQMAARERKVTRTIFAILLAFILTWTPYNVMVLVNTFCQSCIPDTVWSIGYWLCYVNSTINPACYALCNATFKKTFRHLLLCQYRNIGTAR
# M4 ag: CHRM4 agonism in calcium assay | AID 624127 | P08173 | hit rate 0.14% among 360,000 | activation, % at 3 µM | CHO-K1 hM4/Gqi5, Fluo-8 calcium fluorescence; vehicle 0%, full acetylcholine response 100%;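 active means activation above the run mean over all test wells plus 3 SD, cut at about 32% in these data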;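 further: peak over basal fluorescence ratio per well then scaled between controls; 0% = DMSO wells and 100% = acetylcholine at EC100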
# M5 antag: antagonists of human muscarinic M5 receptor (CHRM5); P08912; CHO-hM5 cells, Fluo-8 calcium fluorescence, ACh EC80; inhibition, % at 3 µM; hit rate 0.59% among 360,000; AID 624040;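 active means inhibition above a per-plate cutoff, the mean of that plate's test compounds plus 3 SD, cut at about 27% in these data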;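 further: 0% = acetylcholine EC80 with DMSO and 100% = DMSO without agonist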
# M1 PAM: positive allosteric modulators of human M1 muscarinic receptor. P11229. CHO-K1 hM1, Fluo-8 calcium fluorescence, ACh EC20; 0% = ACh EC20, 100% = maximal ACh. activation, % at 3 µM. hit rate 0.088% among 360,000; in the data active means activation above about 19%, passing the limit was not always enough
# Target sequence (P11229 whole entry, looked up): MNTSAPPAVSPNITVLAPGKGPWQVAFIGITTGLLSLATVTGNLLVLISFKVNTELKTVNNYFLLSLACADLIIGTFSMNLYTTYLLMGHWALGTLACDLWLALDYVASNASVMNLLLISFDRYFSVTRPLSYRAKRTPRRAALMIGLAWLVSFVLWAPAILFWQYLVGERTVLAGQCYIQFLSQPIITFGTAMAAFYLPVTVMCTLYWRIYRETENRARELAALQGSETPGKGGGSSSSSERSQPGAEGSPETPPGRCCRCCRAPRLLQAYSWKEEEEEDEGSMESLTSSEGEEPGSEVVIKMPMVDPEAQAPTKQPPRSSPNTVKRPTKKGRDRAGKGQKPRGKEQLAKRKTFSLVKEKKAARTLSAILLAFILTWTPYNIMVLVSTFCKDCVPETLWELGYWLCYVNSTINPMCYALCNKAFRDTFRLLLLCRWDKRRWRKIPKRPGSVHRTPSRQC
# CRFBP-R2 block: antagonists of CRF-binding protein/CRF-R2 receptor complex; AID 588475; HEK293 CRF-R2/CRF-BP, CRF-induced calcium fluorescence; hit rate 0.59% among 350,000; inhibition, % at 11.8 µM;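 active means inhibition of the ligand-induced calcium signal above about 50% at the single tested concentration, limit read from the data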
# CHRM4 antagonist: blocks acetylcholine activation of human M4 receptor; CHO-hM4 cells, ACh EC80, Fluo-8 calcium fluorescence; AID 624125; hit rate 0.73% among 360,000; inhibition, % at 3 µM; P08173;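 active means inhibition above its plate's cutoff, the mean inhibition of sample wells plus 3 SD, cut at about 27% in these data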;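 further: 0% = acetylcholine EC80 with DMSO and 100% = DMSO without agonist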
# M5 ag: CHRM5 agonism in calcium assay; P08912; activation, % at 3 µM; CHO-K1 hM5 cells, Fluo-8 calcium fluorescence; 0% DMSO wells, 100% maximal acetylcholine response; hit rate 0.19% among 360,000;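 active means activation above the run's mean over test compounds plus 3 SD, cut at about 23% in these data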;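 further: signal is peak over basal fluorescence ratio across the kinetic read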
# CRFR2-BP ag: CRF-BP/CRF-R2 complex agonism | HEK293 CRF-R2/CRF-BP, calcium dye fluorescence (FLIPR); percent of saturating CRF peptide response | activation, % at 13.2 µM | hit rate 0.46% among 350,000;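 active means activation of at least 50%, plus an integration ratio under a set limit after plate pattern correction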;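 further: plate controls were neutral control wells without compound for no effect and CRF at EC100 for full effect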
# M5 PAM: positive allosteric modulators of human muscarinic M5 receptor. P08912. CHO-K1 hM5, Fluo-8 calcium, ACh EC20 PAM; 0% = ACh EC20, 100% = ACh EC100. activation, % at 3 µM. hit rate 0.3% among 360,000;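 active means activation above the run cutoff, the mean activation of all test compounds plus 3 SD, cut at about 18% in these data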
#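 system = human M5 receptor in CHO-K1 cells | compound = one concentration, 3 µM final (nominal) | schedule = Post-acetylcholine fluorescence recording 140 s | signal = Fluo-8 calcium dye fluorescence, kinetic read | benchmarks = low control EC20 acetylcholine (0%), high control EC100 acetylcholine (100%) | repeats = singlicate, one well per test compound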
# Active calls of the source: *; . = not tested or not shown.
SMILES,CHRM4 PAM,M4 ag,M5 antag,M1 PAM,CRFBP-R2 block,CHRM4 antagonist,M5 ag,CRFR2-BP ag,M5 PAM
CC1C(c2ccccc2)OCCN1C(=S)Nc1ccc(S(=O)(=O)N2CCCCC2)cc1 (stereo unspecified),3,1,2,3,-12,-10,-1,23,-3
Cn1nc(C(=O)Nc2ccc(S(=O)(=O)N3CCCCC3)cc2)ccc1=O,-4,5,-10,0,-14,-3,3,0.5,-2
O=C(COc1ccc(Cl)cc1Cl)NCCCN1CCOCC1,4,3,4,2,3,-6,-2,1.3,-2
O=c1c2ccccc2nc2n1CCc1ccc(Br)cc1-2,8,0,-8,6,.,-17,0,.,0
CCCc1cc(=O)oc2cc(C)cc(OCC(=O)NC3CCN(Cc4ccccc4)CC3)c12,-2,2,9,8,-12,-8,-8,0.1,-1
CC(=O)N1CCCN(Cc2cn(-c3ccc(C)cc3)nc2-c2cccc(C)c2)CC1,7,1,16,15,3,-14,-4,2.2,-4
COc1ccc(CNC(=O)CSc2nc3ccc(C)cc3[nH]2)cc1OC,5,0,1,2,-7,-9,-1,-1.2,1
COc1cc(C(=O)NNC(=O)Cc2cccs2)cc(OC)c1OC,-1,0,9,5,-1,7,2,0.7,-3
CCn1c(=O)cc(OCC(=O)NC2CC2)c2ccccc21,-3,0,-12,3,-5,4,0,-0.1,1
COc1ccc(NC(=O)CSc2ncnc3sc(C)cc23)cc1,-6,1,7,11,4,0,-3,-1.6,4
Cc1ccc(S(=O)(=O)NC(CC(=O)NC2CCCC2)c2ccco2)cc1 (stereo unspecified),-1,1,-3,3,8,-3,-2,-0.1,-6
CC(O)[C@H]1CN=C(N)N1CCCCC1CCCCC1 (stereo partly specified),-2,2,5,3,9,13,-8,-0.9,0
COC(=O)C1=C(N)N(c2ccc(F)cc2)C2=C(C(=O)CCC2)C1c1ccc2c(c1)OCO2 (stereo unspecified),2,0,-7,13,4,-3,-5,-1.4,1
COc1cc(Cl)c(C)cc1NC(=O)CSc1cc(Cl)ccc1Cl,-7,-1,-7,-3,-21,-14,-5,1.5,-8
O=C(c1cccc([N+](=O)[O-])c1)N1CCN(S(=O)(=O)/C=C/c2ccccc2)CC1,-3,2,-1,-3,2,5,-7,-0.2,-1
CCn1c2ccccc2c2nnc(SCC(=O)OCN3C(=O)c4ccccc4C3=O)nc21,4,1,-1,3,4,3,2,-0.5,-2
O=C(CCl)N=c1sccn1Cc1ccc(Cl)cc1Cl,2,1,6,1,-14,-10,-6,0.7,-2
Cc1ccccc1NC(=O)CCc1nnc2ccc(N3CCC4(CC3)OCCO4)nn12,8,1,-10,3,-5,-12,0,-1.4,3
O=C(Nc1ccc(Cl)c(C(F)(F)F)c1)NC1CC2CCCC(C1)N2C1CC1 (stereo unspecified),-4,9,6,-4,-8,2,-6,24,2
COc1ccc(S(=O)(=O)N2CCOC2CNC(=O)C(=O)NCc2ccccn2)cc1OC (stereo unspecified),1,1,-3,7,-6,-6,1,0.3,-2

# Entries from the list above that contain four or more nitrogen atoms (five):
SMILES,CHRM4 PAM,M4 ag,M5 antag,M1 PAM,CRFBP-R2 block,CHRM4 antagonist,M5 ag,CRFR2-BP ag,M5 PAM
Cn1nc(C(=O)Nc2ccc(S(=O)(=O)N3CCCCC3)cc2)ccc1=O,-4,5,-10,0,-14,-3,3,0.5,-2
CC(=O)N1CCCN(Cc2cn(-c3ccc(C)cc3)nc2-c2cccc(C)c2)CC1,7,1,16,15,3,-14,-4,2.2,-4
CCn1c2ccccc2c2nnc(SCC(=O)OCN3C(=O)c4ccccc4C3=O)nc21,4,1,-1,3,4,3,2,-0.5,-2
Cc1ccccc1NC(=O)CCc1nnc2ccc(N3CCC4(CC3)OCCO4)nn12,8,1,-10,3,-5,-12,0,-1.4,3
COc1ccc(S(=O)(=O)N2CCOC2CNC(=O)C(=O)NCc2ccccn2)cc1OC (stereo unspecified),1,1,-3,7,-6,-6,1,0.3,-2

# Carrying on:
SMILES,CHRM4 PAM,M4 ag,M5 antag,M1 PAM,CRFBP-R2 block,CHRM4 antagonist,M5 ag,CRFR2-BP ag,M5 PAM
Clc1ccccc1C1CC(c2ccccc2)=Nc2ccccc2N1 (stereo unspecified),9,-1,14,-2,-5,5,-5,-1.6,-10
O=[N+]([O-])c1ccc(OC(F)F)c(/C=N/n2cnnc2)c1,14,1,-4,8,14,2,1,0.4,1
CCC(=O)Nc1cccc(C(=O)OC)c1,-10,22,13,-2,18,16,6,-1.2,-16
COc1cc(C2c3c(oc4c(C)cc(C)cc4c3=O)C(=O)N2Cc2cccnc2)ccc1O (stereo unspecified),-2,-1,5,-4,24,7,-2,-1.6,0
Cc1sc(NC(=O)CN2CCN(c3ccccn3)CC2)c(C#N)c1C,3,2,-6,6,-10,-2,-2,5.1,10
CCOC(=O)CNC(=O)CSc1nc(NCc2ccccc2)nc(N(C)C)n1,9,1,0,2,1,-1,-4,-1.2,-1
CN(CC(=O)NCc1ccccn1)S(=O)(=O)c1cc(Cl)ccc1Cl,0,1,4,3,6,5,2,1.2,2
CC(C)N(C(=O)COC(=O)[C@@H]1CC(O)CN1S(=O)(=O)c1ccc(C(C)(C)C)cc1)C(C)C (stereo partly specified),8,4,-14,14,-3,-7,6,-2.2,1
O=C(O)CC/C(=N\Nc1ccc(S(=O)(=O)N2CCCC2)cc1[N+](=O)[O-])c1cccs1,13,1,-5,5,13,-20,-1,-1.8,5
COc1ccc(Cl)cc1C(Nc1cccnc1)c1ccc2cccnc2c1O (stereo unspecified),-1,3,4,12,-35,3,-3,-0.2,-3
C=CCN=C1S/C(=C/c2ccc([N+](=O)[O-])cc2)C(=O)N1CC=C,-2,0,7,3,5,2,-1,-1.1,-5
COC(=O)c1ccc(S(=O)(=O)NNC(=O)c2ccc(S(=O)(=O)N3CCCCC3)cc2)cc1,-3,2,6,-1,-38,-9,-3,5.1,-7
N=C1C(c2ccccc2)=C(O)CN1c1ccccc1N1CCOCC1,4,1,1,5,16,3,2,-1.2,0
COC(=O)c1ccc2nc(-c3ccc(C)cc3)c(Cc3ccccc3OC)n2c1,12,-2,-1,-1,.,-7,0,.,3
Cc1ccccc1N(C(=O)c1snc(C(N)=O)c1N)C(C(=O)NCC1CCCO1)c1ccc(F)cc1 (stereo unspecified),0,1,4,3,0,7,-1,0.5,1
Cc1nnc(C)n1/N=C/c1cccs1,3,0,-2,-1,55*,1,1,1.4,-2
CCCCCCSc1ccc([C@@H]2[C@@H]3C(=O)N(CC)C(=O)[C@@H]3[C@]3(C(=O)OC)CCCCN23)cc1,16,2,9,17,-13,-10,2,3.4,3
CCN(CC)c1ccc(C2CC(=O)Nc3cc(OC)c(OC)cc32)cc1 (stereo unspecified),-3,0,3,-3,-14,5,-8,0.4,-2
COc1cccc(NC(=O)CN(C)C(=O)c2cc3c(s2)CCCC3)c1,4,1,3,3,4,0,-1,-1.7,-5
COc1ccc(-c2ccc3c(c2)c(-c2cccs2)c(-c2cc(OC)cc(OC)c2)n3C)cc1,11,1,8,10,7,-6,4,0.1,7
Cc1[nH]cnc1CSCc1ccc(F)cc1,14,1,-1,7,-9,3,-2,-1.0,2
CCCCn1nnnc1SCC(=O)NNC(=O)C1CCCCC1,3,2,-4,4,3,-4,1,4.8,-1
Cc1cc(C)c2c(N=NN(C)C)[nH]nc2n1,-2,1,5,9,3,11,-2,-2.6,0
COc1ccc(C(=O)CN2CC(C)SC2=Nc2ccc(Cl)cc2)cc1 (stereo unspecified),-8,-1,-1,6,17,9,0,-3.0,2
O=C(Cn1cncn1)c1ccc(F)cc1F,10,1,5,12,-1,-3,1,-0.2,0
COc1cc(C(C)n2nnc3ccccc32)ccc1O (stereo unspecified),-3,0,3,0,-4,-1,-1,-0.5,-4
Cc1ccc(S(=O)(=O)c2nnn3c2nc(N2CCCCC2)c2ccccc23)cc1,-3,1,7,-5,51*,0,-4,1.9,-7
O=C(CN1C(=O)S/C(=C\c2ccc(O)c([N+](=O)[O-])c2)C1=O)Nc1ccc(N2CCOCC2)cc1,-2,1,1,-2,41,3,0,-1.2,-4
CC(NC1CCCC1)c1ccccc1 (stereo unspecified),5,1,6,8,-2,-1,2,0.0,0
Cc1ccc(C(=O)N2CCN(c3ccc(NC(=S)NC(=O)c4cccs4)cc3)CC2)cc1,8,3,-7,6,-7,-10,2,-3.1,11
CCN(CC)S(=O)(=O)C1CCS(=O)(=O)C1 (stereo unspecified),3,1,-4,5,3,11,-2,0.1,3
O=C(NCc1ccccc1)/C(=C/c1ccc(OC(F)F)cc1)c1ccccc1,-2,1,4,-4,10,3,-1,-1.8,-8
COc1ccc(Cl)cc1Nc1nc(-c2sc(NC(=O)C(C)(C)C)nc2C)cs1,3,3,5,8,-6,6,0,1.5,-2
CC(C)(C)c1cnnn1-c1ccc(NC(=O)c2ccc3c(c2)OCO3)cc1,-6,5,0,3,6,-3,-4,-0.7,-3
O=C(COC(=O)c1ccc(Cl)nc1)NCCc1ccccc1,0,1,2,-5,0,11,2,0.2,-1
COc1cc(CN(C(=O)c2cccs2)C2CCS(=O)(=O)C2)cc(OC)c1OC (stereo unspecified),1,1,-1,5,0,3,-2,-0.8,-1
CCc1ccc(S(=O)(=O)c2cn(C)c3cc(OC)c(OC)cc3c2=O)cc1,4,0,3,9,7,-4,-5,0.5,1
CCOc1ccc(-c2ccc(SCC)nn2)cc1,-1,2,3,4,15,-4,-4,-1.0,4
CN(C)c1ccc(S(=O)(=O)N(C)C)cc1[N+](=O)[O-],10,0,15,8,10,0,-6,1.2,-5
CC(C)(C)C(=O)Cn1ncc(N2CCOCC2)c(Br)c1=O,5,1,0,4,-3,-3,0,0.1,-6
O=C(NCc1ccc2c(c1)OCO2)C1CC(c2cccc(Br)c2)=NO1 (stereo unspecified),-2,4,1,-10,25,-3,3,-0.7,-1
CCn1c(C)nc2cc(S(=O)(=O)C(F)F)ccc21,-5,2,-3,3,-12,3,3,3.2,-2
COc1ccccc1CNC(=O)CCCc1ccccc1,3,0,1,7,10,3,2,-1.5,0
COc1ccc(S(=O)(=O)c2c(O)cc(C)c(NS(=O)(=O)c3ccccc3)c2C)cc1,-10,10,20,-6,6,-4,-5,-0.5,-8
Cc1cc(C)nc(CCNC(=O)c2cc(COc3ccccc3)on2)n1,-4,1,1,8,9,7,0,-0.1,-1
COCCNc1nc(Nc2ccccc2Cl)c2sccc2n1,-5,13,2,-2,.,-6,2,.,-5
CCC(C)(C)NC(=O)CN(C(=O)CCC(=O)Nc1nccs1)c1ccc2c(c1)OCCO2,-1,2,-1,0,4,-9,0,0.8,6
O=C(NNC(=O)c1ccccc1Br)c1cccs1,1,1,9,13,4,-6,-3,-1.4,-1
CC(C)c1ccc(C(=O)N2CCN(c3cnn(C)c(=O)c3Cl)CC2)cc1,-2,0,7,9,5,7,-3,-0.1,3
CCOc1ccc(CN(C)C(=O)c2ccc(S(=O)(=O)N(C)c3ccccc3OC)cc2)cc1,-3,15,8,-9,18,-11,4,0.9,-13
O=C(CSC(=S)N1CCOCC1)Nc1nccs1,-9,0,13,10,-2,0,-3,-1.8,-4
CCCCNC(=O)c1nc(C2CCN(S(=O)(=O)c3cccc(C(F)(F)F)c3)CC2)oc1-c1ccccc1,10,0,11,1,.,0,3,.,12
COC(=O)[C@@]1(Cc2ccc(F)cc2)[C@H]2c3cc(C(=O)N4CCCC4)n(Cc4ccc(C)o4)c3C[C@H]2CN1C(=O)c1ccccc1,-4,9,-1,.,.,-1,6,.,5

# From PubChem
